Compound activity as filed in PubChem BioAssay.
IMPase Li cell – qHTS Assay for Identifying the Cell-Membrane Permeable IMPase Inhibitors: Potentiation with Lithium. CHO-M1 cells, IP1 TR-FRET (IP-One), carbachol + lithium. Potency, µM (doses to about 59.4 µM), for the others: top-dose activity, negative = IMPase inhibition, hits mostly inhibitors. 210,000 tested, 0.35% active;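 further: IP1 builds up when IMPase is blocked and the TR-FRET signal falls; plate controls were basal vehicle for no effect and high inhibitor control for full effect; nearly all actives have a fitted effect of over 50% in size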
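CHO-M1, 2000 cells/well, 16–30 h culture; cpd + low Li+, 30 min 37C; lysis with d2-IP1/Eu-anti-IP1 Ab, 10 min RT; TR-FRET 665/620 ratio and 620 channel; AC50 via Hill.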
RECQ1 helicase – qHTS Assay for Inhibitors of RecQ-Like Dna Helicase 1 (RECQ1) | RECQ1 DNA unwinding, red fluorescence kinetic read | Potency, µM (doses to about 57.3 µM), for the others: top-dose activity, negative = inhibition, most hits filed as inhibitors | 240,000 tested, 0.54% active | AID 2549, 2010;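 further: plate controls were vehicle for no effect and no enzyme for full effect; nearly all actives have a fitted effect of over 30% in size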
Target sequence (P46063 whole entry, looked up): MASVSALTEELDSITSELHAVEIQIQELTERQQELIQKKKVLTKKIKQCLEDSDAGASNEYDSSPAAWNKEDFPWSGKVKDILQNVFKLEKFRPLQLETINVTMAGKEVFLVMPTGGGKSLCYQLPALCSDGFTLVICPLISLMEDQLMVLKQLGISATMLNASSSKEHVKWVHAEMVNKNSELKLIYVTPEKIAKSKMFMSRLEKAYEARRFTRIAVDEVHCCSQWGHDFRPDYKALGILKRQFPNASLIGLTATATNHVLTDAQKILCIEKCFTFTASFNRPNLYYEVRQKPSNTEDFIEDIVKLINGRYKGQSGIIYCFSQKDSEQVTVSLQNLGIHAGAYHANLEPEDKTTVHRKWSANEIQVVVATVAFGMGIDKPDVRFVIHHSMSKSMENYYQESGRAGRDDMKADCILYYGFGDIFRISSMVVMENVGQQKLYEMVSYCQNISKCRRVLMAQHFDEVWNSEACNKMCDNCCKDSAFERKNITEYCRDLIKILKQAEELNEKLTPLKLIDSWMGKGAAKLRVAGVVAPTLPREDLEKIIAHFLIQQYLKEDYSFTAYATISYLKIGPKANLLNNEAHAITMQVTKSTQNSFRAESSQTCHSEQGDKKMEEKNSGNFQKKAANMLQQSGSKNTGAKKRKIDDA
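50 nM RECQ1T1 preincubated 15 min with compound in Tris pH 8.0 buffer with MgCl2, DTT, Tween-20 and 2.5 ug/ml poly(dI-dC); started with 200 nM TAMRA/BHQ-2 forked duplex and 2 mM ATP. Unwinding read as fluorescence (525/598 nm), two reads 2 h apart.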
KinaseGlo FLuc – Counterscreen for Luciferase (Kinase-Glo TM) Inhibition | Luciferin 4-monooxygenase (Photuris pensylvanica), Q27757 | Kinase-Glo luciferase, ATP luminescence, 8 min | Potency, µM (doses to about 38.3 µM), without a hit: at the top dose activity change, negative = inhibition, actives largely listed as inhibitors | 200,000 tested, 0.28% active | AID 1379, 2008; further: on the % scale 0 is the no-effect control and ±100 the full control effect; nearly all actives have a fitted effect of over 60% in size
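Light output from Kinase-Glo luciferase with luciferin and 10 uM ATP in 50 mM imidazole pH 7.2, KCl, MgCl2, Tween 20, BSA; compound pin-delivered, 8-min ambient incubation, then luminescence read.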
SMN2 splice up – qHTS Assay for Enhancers of SMN2 Splice Variant Expression; 210,000 tested, 2.8% active; Potency, µM (series often up to 46.1 µM), without a hit: at the top dose activity change, positive = activation, actives largely listed as activators; HEK293 SMN2-luciferase splicing reporter, luminescence, 30-36 h; AID 1458, 2008; further: % of control where 0% means no effect; nearly all actives have a fitted effect of over 55% in size
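HEK293 cells carry an SMN2 minigene-luciferase reporter in which exon 7 inclusion puts luciferase in frame. Cells were seeded at 2000 cells/well, attached for 10-12 hours, then exposed to compounds for 30-36 hours at 37C before ONE-Glo luminescence.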
RGS12 GoLoco inh – qHTS Assay for Inhibitors of RGS12 GoLoco Motif Activity (Red Fluorophore); 230,000 tested, 0.44% active; Gai1:RGS12 GoLoco peptide FP, rhodamine, 10 min; AID 880, 2007; Guanine nucleotide-binding protein G(i) subunit alpha-1 (Homo sapiens), P63096; Potency, µM (highest dose often 61.6 µM), without a hit: at the highest dose activity, negative = inhibition, actives largely listed as inhibitors; active means well fitted inhibition curve with a large enough effect, not every such curve was filed as active; inactive means no such curve, though single readings can be large or run the other way; further: on the % scale 0 is the no-effect control and ±100 the full control effect; nearly all actives have a fitted effect of over 30% in size; many of its hits are not listed in these tables
Epigenetic reg – Quantitative High-Throughput Screen for Regulators of Epigenetic Control; 280,000 tested, 0.2% active; Potency, µM (doses to about 53.9 µM), without a hit: at the highest dose GFP activation, hits mostly activators; murine LDR cells, GFP reporter derepression, 30 h; further: % of control where 0% means no effect; nearly all actives have a fitted effect of over 60% in size
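Murine LDR cells carrying a silenced, genomically integrated CMV-driven GFP reporter were exposed to compound for 30 hours at 37 C. After PBS washes, GFP-positive cells (20–120 um objects) were counted by laser-scanning microplate cytometry.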
JMJD2E inh – qHTS Assay for Inhibitors of Human Jumonji Domain Containing 2E (JMJD2E); Lysine-specific demethylase 4E (Homo sapiens), B2RXH2; JMJD2E catalytic domain, FDH-coupled NADH fluorescence (FDH is formaldehyde dehydrogenase); Potency, µM (top dose mostly 57.1 µM), without a hit: at the top dose activity change, negative = inhibition, most hits filed as inhibitors; 230,000 tested, 1.6% active; active means well fitted inhibition curve with a large enough effect, not every such curve was filed as active; inconclusive means small, poorly fitted or top-dose-only effect, or another doubt; inactive means no such curve, though single readings can be large or run the other way;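 further: 0% = wells with enzyme and -100% = buffer wells without enzyme; nearly all actives have a fitted effect of over 50% in size; many of its hits are not listed in these tables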
NPSR antag – qHTS Assay for Antagonists of the Neuropeptide S Receptor: cAMP Signal Transduction; CHO-NPSR cells, cAMP TR-FRET, antagonist mode; Potency, µM (titrated, usually from 38.3 µM), without a hit: at the highest dose activity change, negative = inhibition, actives largely listed as inhibitors; 220,000 tested, 1% active; further: on the % scale 0 is the no-effect control and ±100 the full control effect; nearly all actives have a fitted effect of over 50% in size; many of its hits are not listed in these tables
Target sequence (Q6W5P4 whole entry, looked up): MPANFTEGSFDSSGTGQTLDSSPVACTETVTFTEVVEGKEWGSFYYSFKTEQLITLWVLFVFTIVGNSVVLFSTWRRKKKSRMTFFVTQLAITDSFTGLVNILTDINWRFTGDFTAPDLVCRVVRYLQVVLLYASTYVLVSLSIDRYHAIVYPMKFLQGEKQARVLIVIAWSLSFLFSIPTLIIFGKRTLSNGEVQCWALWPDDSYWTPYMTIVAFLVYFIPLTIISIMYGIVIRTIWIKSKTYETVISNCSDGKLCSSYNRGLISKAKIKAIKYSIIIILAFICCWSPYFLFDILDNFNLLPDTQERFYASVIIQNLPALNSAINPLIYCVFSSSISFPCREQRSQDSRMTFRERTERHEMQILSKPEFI
Numbers without * were called inactive; [ ] = dose if it differs, or a comment. Unless noted, the call rests on the fitted dose curve; in most records, active means well fitted curve in the direction sought with a large enough effect; inconclusive means small, poorly fitted or top-dose-only effect, or another doubt; inactive means no such curve, though single readings can be large; an effect the other way counts as inactive or inconclusive. Potency means the concentration at half of the fitted maximal effect. This is a subset. The share of hits here may be higher or lower than overall.

O=C(O)c1ccccc1-c1ccccc1C(=O)NCCCO was read as IMPase Li cell -3%[38.3 µM], RECQ1 helicase -13%, KinaseGlo FLuc -1%, SMN2 splice up 1%, RGS12 GoLoco inh -3%, Epigenetic reg -0.5%, JMJD2E inh 5% and NPSR antag 0%[46.1 µM].
Screening Cc1ccc(Oc2ccc(NC(=O)c3ccco3)cc2)cc1 returned IMPase Li cell -1%[38.3 µM], RECQ1 helicase -2%, KinaseGlo FLuc -3%, SMN2 splice up 2%, RGS12 GoLoco inh -8%, Epigenetic reg 3.7%, JMJD2E inh 9% and NPSR antag -11%[7.67 µM].
`Cc1ccc(SCc2cc(=O)[nH]c(N3CCN(Cc4ccccc4)CC3)n2)cc1` gave IMPase Li cell 16%[38.3 µM], RECQ1 helicase -2%, KinaseGlo FLuc 4%, SMN2 splice up 13%, RGS12 GoLoco inh 7%, Epigenetic reg -1.0%, JMJD2E inh 0% and NPSR antag 4%[46.1 µM].
`COc1cccc(Nc2nc(-c3sc(NC(=O)CC(C)C)nc3C)cs2)c1` gave IMPase Li cell 21%[38.3 µM], RECQ1 helicase -6%, KinaseGlo FLuc -4%, SMN2 splice up -23%, RGS12 GoLoco inh 22%, Epigenetic reg 0.0%, JMJD2E inh -7% and NPSR antag -13%[46.1 µM].
`N#C/C(=C\c1ccc(-c2ccc([N+](=O)[O-])cc2)o1)C(=O)Nc1nc(-c2cccs2)cs1` gave RECQ1 helicase inconclusive, RGS12 GoLoco inh 90%[activator], Epigenetic reg 3.1%, JMJD2E inh 1% and NPSR antag -9%.
Screening COC(=O)[C@@H]1CC[C@H](C)[C@@H](c2ccc(C)cc2)N1C(=O)c1ccc(/C=N/O[C@@H](C)c2cn([C@H](CO)Cc3ccccc3)nn2)cc1 returned IMPase Li cell 20%, RECQ1 helicase -12%, KinaseGlo FLuc 1%, SMN2 splice up -99%[inhibitor], RGS12 GoLoco inh -3%, Epigenetic reg 3.2%, JMJD2E inh -8% and NPSR antag inconclusive.
`CCc1ccc(C2CC(c3ccccc3Cl)Nc3nc(N)nn32)cc1` (stereo not given) gave IMPase Li cell 43%[activator][38.3 µM], RECQ1 helicase -5%, KinaseGlo FLuc 3%, SMN2 splice up 18%, RGS12 GoLoco inh 1%, Epigenetic reg 0.0%, JMJD2E inh 3% and NPSR antag -25%[46.1 µM].
For COc1ccc(C(=O)N/C(=C\c2ccc3c(c2)OCO3)C(=O)Nc2ccc(C(=O)O)cc2)cc1 the results were IMPase Li cell 2%, RECQ1 helicase inactive, KinaseGlo FLuc 2%, SMN2 splice up -2%, RGS12 GoLoco inh 0%, Epigenetic reg -0.4%, JMJD2E inh -14% and NPSR antag 7%.
`Cc1c(CCO)c(=O)[nH]n1S(=O)(=O)c1ccccc1` gave IMPase Li cell 3%, RECQ1 helicase -4%, KinaseGlo FLuc 6%, RGS12 GoLoco inh 1%, Epigenetic reg -4.4%, JMJD2E inh 11% and NPSR antag 7%.
Screening CCOc1cc(N2CCOCC2)c(OCC)cc1NC(=O)CN1CCCC1 returned IMPase Li cell -12%, RECQ1 helicase -7%, KinaseGlo FLuc 0%, SMN2 splice up inconclusive, RGS12 GoLoco inh -3%, Epigenetic reg 1.0%, JMJD2E inh 25µM* and NPSR antag 0%[46.1 µM].
For Cc1ccc(-c2csc(NC(=O)CSc3nc(C)cs3)n2)cc1 the results were IMPase Li cell 15%, RECQ1 helicase inactive, KinaseGlo FLuc 0%, SMN2 splice up 14µM*, RGS12 GoLoco inh -22%, Epigenetic reg -1.5%, JMJD2E inh 0% and NPSR antag inconclusive.
`CCOC(=O)c1c(NC(=S)Nc2ccccc2)sc(C)c1C` gave IMPase Li cell inconclusive, RECQ1 helicase inactive, KinaseGlo FLuc 1%, SMN2 splice up -3%, RGS12 GoLoco inh 10%, Epigenetic reg 0.1%, JMJD2E inh 12% and NPSR antag -42%.
For Cc1ccc(C(=O)C(C)OC(=O)C2=COCCO2)cc1C (stereo not given) the results were IMPase Li cell 6%[38.3 µM], RECQ1 helicase -10%, KinaseGlo FLuc -1%, SMN2 splice up -6%, RGS12 GoLoco inh 9%, Epigenetic reg -7.2%, JMJD2E inh -13% and NPSR antag -14%[46.1 µM].
`O=C(CCn1c(=O)[nH]c2ccsc2c1=O)N1CCN(Cc2ccc3c(c2)OCO3)CC1` gave IMPase Li cell 2%, RECQ1 helicase inactive, KinaseGlo FLuc -1%, SMN2 splice up -20%, RGS12 GoLoco inh 2%, Epigenetic reg -3.4%, JMJD2E inh -2% and NPSR antag -10%[46.1 µM].
For O=C(CCCSc1nc2ccccc2s1)NCc1ccco1 the results were IMPase Li cell -17%[38.3 µM], RECQ1 helicase -14%, KinaseGlo FLuc -2%, SMN2 splice up -5%, RGS12 GoLoco inh 6%, Epigenetic reg 0.8%, JMJD2E inh -1% and NPSR antag -2%[46.1 µM].
For CC[C@H](C)NC(=O)c1ccc(Cn2c(=S)[nH]c3c([nH]c4ccc(OC)cc43)c2=O)cc1 the results were IMPase Li cell 1%, RECQ1 helicase -6%, KinaseGlo FLuc 0%, SMN2 splice up 14%, RGS12 GoLoco inh -1%, Epigenetic reg 1.1%, JMJD2E inh 2% and NPSR antag 5%.
For COc1cc(C2C(C(=O)c3ccc(C)o3)=C(O)C(=O)N2c2cc(C)on2)cc(Br)c1O (stereo not given) the results were IMPase Li cell 3%[38.3 µM], RECQ1 helicase -3%, KinaseGlo FLuc 2%, SMN2 splice up -1%, RGS12 GoLoco inh 17%, Epigenetic reg 0.0%, JMJD2E inh -28% and NPSR antag -20%[46.1 µM].
Screening Cc1scc(C(=O)Nn2cnnc2)c1-c1ccccc1 returned IMPase Li cell 3%[38.3 µM], RECQ1 helicase -14%, KinaseGlo FLuc 3%, RGS12 GoLoco inh 8%, Epigenetic reg 1.2%, JMJD2E inh 2% and NPSR antag -3%[46.1 µM].
`O=C(NCc1ccccn1)c1cccc([N+](=O)[O-])c1` gave IMPase Li cell 3%[38.3 µM], RECQ1 helicase inactive, KinaseGlo FLuc 1%, SMN2 splice up -2%, RGS12 GoLoco inh 8%, Epigenetic reg -2.0%, JMJD2E inh 3% and NPSR antag -4%[46.1 µM].
Oc1ccc(CN2CCc3ccccc3C2)c2cccnc12 was read as IMPase Li cell 10%[38.3 µM], RECQ1 helicase 3%, KinaseGlo FLuc 0%, SMN2 splice up -89%[inhibitor], RGS12 GoLoco inh 2%, Epigenetic reg 3.5µM*, JMJD2E inh inconclusive and NPSR antag 4µM*.
For CCc1cc2cc(C)cc(C)c2nc1SCC(=O)Nc1cc(C)on1 the results were IMPase Li cell -8%, RECQ1 helicase -5%, KinaseGlo FLuc -2%, RGS12 GoLoco inh 1%, Epigenetic reg 0.0%, JMJD2E inh 6% and NPSR antag 51%.
For Cc1sc2ncnc(SCC(=O)N3CCCC3)c2c1C the results were IMPase Li cell 27%[38.3 µM], RECQ1 helicase -11%, KinaseGlo FLuc 1%, SMN2 splice up -15%, RGS12 GoLoco inh 8%, Epigenetic reg 0.0%, JMJD2E inh -2% and NPSR antag -13%[46.1 µM].
For Cn1nc(C(=O)NC2CCCCC2)c2ccccc2c1=O the results were IMPase Li cell -6%[38.3 µM], RECQ1 helicase -4%, KinaseGlo FLuc -3%, SMN2 splice up 11%, RGS12 GoLoco inh -8%, Epigenetic reg -3.2%, JMJD2E inh -3% and NPSR antag -8%[46.1 µM].
COc1ccc(/C=C/C(=O)N2CCN(c3ccccn3)CC2)c2ccccc12 was read as IMPase Li cell 15%, RECQ1 helicase inactive, KinaseGlo FLuc 0%, SMN2 splice up -33%[inhibitor], RGS12 GoLoco inh -1%, Epigenetic reg 2.9%, JMJD2E inh inconclusive and NPSR antag -21%.
`O=C(Nc1ccc2[nH]c3c(c2c1)CCCC3)c1ccco1` gave IMPase Li cell 8%[38.3 µM], RECQ1 helicase -3%, KinaseGlo FLuc -3%, SMN2 splice up inconclusive, RGS12 GoLoco inh 7%, Epigenetic reg 0.9%, JMJD2E inh inconclusive and NPSR antag 1%[46.1 µM].
C=CCn1c(CNC(=O)c2ccco2)nnc1SCC(=O)c1ccccc1 was read as IMPase Li cell -13%, RECQ1 helicase inactive, KinaseGlo FLuc 0%, SMN2 splice up 9%, RGS12 GoLoco inh 4%, Epigenetic reg 3.9%, JMJD2E inh 2% and NPSR antag 14%.
Cc1ccc(-c2nc(=S)c3c(n2Cc2cccnc2)CC(C)(C)OC3)cc1 was read as RECQ1 helicase -4%, RGS12 GoLoco inh 4%, Epigenetic reg -1.0%, JMJD2E inh 4% and NPSR antag 0%.
`O=C(COC(=O)CNC(=O)c1ccccc1)Nc1ccccc1Cl` gave IMPase Li cell 2%, RECQ1 helicase inactive, KinaseGlo FLuc 0%, SMN2 splice up 14%, RGS12 GoLoco inh -6%, Epigenetic reg 2.3%, JMJD2E inh 2% and NPSR antag -2%.
Screening C=CCn1c(SCC(=O)OCC)nc(C(F)(F)F)cc1=O returned IMPase Li cell 9%, RECQ1 helicase inactive, KinaseGlo FLuc -1%, SMN2 splice up 2%, RGS12 GoLoco inh 4%, Epigenetic reg -0.8%[10.1 µM], JMJD2E inh -6% and NPSR antag -2%.
For Cn1cc(-c2nnnn2-c2ccccc2)c(=O)c2ccccc21 the results were IMPase Li cell 13%[38.3 µM], RECQ1 helicase inactive, KinaseGlo FLuc -1%, SMN2 splice up -4%, RGS12 GoLoco inh 17%, Epigenetic reg 0.0%, JMJD2E inh -2% and NPSR antag -2%[46.1 µM].

For reference, some entries already given.
Cc1ccc(-c2nc(=S)c3c(n2Cc2cccnc2)CC(C)(C)OC3)cc1 was read as RECQ1 helicase -4%, RGS12 GoLoco inh 4%, Epigenetic reg -1.0%, JMJD2E inh 4% and NPSR antag 0%.
`O=C(COC(=O)CNC(=O)c1ccccc1)Nc1ccccc1Cl` gave IMPase Li cell 2%, RECQ1 helicase inactive, KinaseGlo FLuc 0%, SMN2 splice up 14%, RGS12 GoLoco inh -6%, Epigenetic reg 2.3%, JMJD2E inh 2% and NPSR antag -2%.
